IkB signaling: suppresses IkB signaling in ABC-DLBCL reporter cells; Potency, µM (top dose mostly 57.1 µM), for the others: top-dose IkBa stabilization activation; ABC-DLBCL IkBa-CBG/CBR dual luciferase ratio, 4 h; response scale: scaled: untreated 0%, proteasome inhibitor 100%; hit rate 0.04% among 110,000; active = well fitted curve in the direction sought with a large enough effect in the signal ratio, not every such curve was filed as active; inconclusive = small, poorly fitted or top-dose-only effect, or a change in a side signal; the % refers to the signal ratio;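 also: the direction sought is a rising ratio; 0% = basal untreated cells and 100% = reference inhibitor full response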
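Luminescence ratio of IκBα-fused green versus native red beetle luciferase in OCI-Ly3 cells, 4 h post-doxycycline with compound; red signal alone, scaled from basal (0%) to zero light (-100%), flagged nonspecific or cytotoxic effects.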
Imprint erasure: genomic imprint erasure induction. mouse ES Peg3-LacZ reporter, beta-gal luminescence, 40 h. Potency, µM (doses to about 60.7 µM), without a hit: at the highest dose activity change, positive = activation, actives largely listed as activators. hit rate 0.02% among 110,000;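 also: 0% = negative control wells on the plate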
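Gelatin-coated wells received 300 freshly trypsinized female ES cells with a Peg3LacZ-Neo reporter on the maternal allele, then incubated 40 hours at 37C. BetaGlo was added for 5 minutes at room temperature before a single luminescence read.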
p53ts 39C kill: kills p53ts cells at the nonpermissive temperature; H1299-p53A138V viability at 39C, ATP luminescence, 24 h; hit rate 1.5% among 130,000; Potency, µM (doses to about 46.1 µM), for inactives: at the highest dose activity change, negative = cell killing, most hits filed as cytotoxic; also: nearly all actives have a fitted effect of over 55% in size
p53ts 32C kill: kills p53ts cells at the permissive temperature. H1299-p53A138V at 32C, ATP luminescence viability, 24 h. Potency, µM (highest dose often 46.1 µM), for inactives: at the highest dose activity change, negative = cytotoxicity, hits mostly cytotoxic. hit rate 0.93% among 130,000. AID 924;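 also: 0% = DMSO and -100% = full killing by reference compound; nearly all actives have a fitted effect of over 55% in size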
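ATP-content luminescence (ATPlite) read-out after 24 h compound exposure at 32C in H1299-p53A138V cells (600/well). Tested up to 46 uM. Normalized to DMSO (0%) and 100 uM tamoxifen (100% killing); Hill-fit AC50.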
* hit, by the source's call; ? = inconclusive; · = not tested or not shown; & = joins results of further samples; [ ] = remark or other dose. Unless noted, calls follow the shape of the dose curve; as a rule, active = well fitted curve in the direction sought with a large enough effect; inconclusive = small, poorly fitted or top-dose-only effect, or another doubt; inactive = no such curve, though single readings can be large; an effect the other way counts as inactive or inconclusive. Unless noted, % is scaled to controls: 0 for no effect and ±100 for the full control effect; potency is read from the fitted curve at half-maximal effect.

The opening six records as a preview:
Under each structure – p53ts 32C kill, Imprint erasure, p53ts 39C kill, IkB signaling
CC(C)OC(=O)CSc1nnc(-c2cnccn2)n1-c1ccc(Cl)cc1
 : -2.0%, -4.7%, 3.6%, 0.1%
Clc1cc(Cl)c2nc(N3CCOCC3)sc2c1
 : 3.9%, -13.0%, -7.1%, -1.2%
COC(=O)c1cc(COC(=O)c2ccc(OC)c(S(=O)(=O)N3CCCC3)c2)oc1C
 : 6.7%, -10.0%, -14.2%, ?
CC(C)NC(=O)N1CC[C@@]2(CCCN(C(=O)c3cnccn3)C2)C1
 : -3.6%, ·, 1.3%, 2.3%[11.4 µM]
O=C(OCn1nnc2ccccc2c1=O)c1cc(-c2ccccc2Cl)nc2ccccc12
 : -1.3%, ·, -5.4%, ·
Cc1cccc(N2CCN(C(=O)C3CCN(S(=O)(=O)c4c(C)noc4/C=C/c4ccccc4F)CC3)CC2C)c1 (stereo not drawn)
 : 4.7%, -8.7%[10.9 µM], -22.4%, ?

Main list (from the top)
Under each structure – p53ts 32C kill, Imprint erasure, p53ts 39C kill, IkB signaling
CC(C)OC(=O)CSc1nnc(-c2cnccn2)n1-c1ccc(Cl)cc1
 : -2.0%, -4.7%, 3.6%, 0.1%
Clc1cc(Cl)c2nc(N3CCOCC3)sc2c1
 : 3.9%, -13.0%, -7.1%, -1.2%
COC(=O)c1cc(COC(=O)c2ccc(OC)c(S(=O)(=O)N3CCCC3)c2)oc1C
 : 6.7%, -10.0%, -14.2%, ?
CC(C)NC(=O)N1CC[C@@]2(CCCN(C(=O)c3cnccn3)C2)C1
 : -3.6%, ·, 1.3%, 2.3%[11.4 µM]
O=C(OCn1nnc2ccccc2c1=O)c1cc(-c2ccccc2Cl)nc2ccccc12
 : -1.3%, ·, -5.4%, ·
Cc1cccc(N2CCN(C(=O)C3CCN(S(=O)(=O)c4c(C)noc4/C=C/c4ccccc4F)CC3)CC2C)c1 (stereo not drawn)
 : 4.7%, -8.7%[10.9 µM], -22.4%, ?
Cc1cccc(-c2cc3nc(C)cc(NCCCN(C)C)n3n2)c1
 : -17.8%, -15.6%, -23.3%, 5.0%
Cc1nc(N2CCN(S(=O)(=O)c3ccc(F)cc3)CC2)c2c(C)c(C)sc2n1
 : -1.9%, 0.8%, 2.8%, 0.8%
CCCN1C(=O)C(Cc2nc3ccccc3c(=O)n2-c2cccc(C)c2)c2ccccc21 (stereo not drawn)
 : 11.8%, -9.8%[10.9 µM], 18.3%, 1.9%
Cc1cccc(-n2ncc(C(=O)NCc3ccco3)c2C2CCN(C(=O)OC(C)(C)C)CC2)c1
 : 10.3%, 3.1%[10.9 µM], 18.2%, ?
CCCOCC(O)COc1ccccc1C(=O)N1CCOCC1 (stereo not drawn)
 : 6.2%, -3.7%, 6.3%, 1.5%
COc1ccc(-c2ccc(SCC(=O)N3CCOCC3)nn2)cc1OC
 : ?, 1.3%, ?, -1.6%
CC(=O)C(C)=O
 : 18.5%, -7.1%&6.9%, 12.3%, 4.6%&-1.4%
COc1ccc(S(=O)(=O)Nc2ccc(S(=O)(=O)Nc3nc(C)cc(C)n3)cc2)cc1OC
 : 3.4%, ?, 5.3%, 0.7%
O=C(CSc1nc2c(c(=O)n1-c1ccc(Br)cc1)SCC2)NCc1ccco1
 : -7.9%, -6.6%, 23.6%, 0.6%

2 neighbouring compounds out of the list so far, quoted:
Under each structure – p53ts 32C kill, Imprint erasure, p53ts 39C kill, IkB signaling
COc1ccc(S(=O)(=O)Nc2ccc(S(=O)(=O)Nc3nc(C)cc(C)n3)cc2)cc1OC
 : 3.4%, ?, 5.3%, 0.7%
O=C(CSc1nc2c(c(=O)n1-c1ccc(Br)cc1)SCC2)NCc1ccco1
 : -7.9%, -6.6%, 23.6%, 0.6%

Next compounds follow:
Under each structure – p53ts 32C kill, Imprint erasure, p53ts 39C kill, IkB signaling
Cc1ccccc1Cn1nnc(C(=O)Nc2cccc(C)c2C)c1N
 : -3.2%, -24.9%, -8.6%, 3.7%
C/C=C/c1ccc(OCCCNCC(C)O)c(OC)c1 (stereo not drawn)
 : -3.4%, -8.5%, 2.0%, -1.9%
CCOc1ccccc1NC(=O)Cn1c(=O)oc2ccccc21
 : 7.0%, -13.3%[10.9 µM], -15.3%, 0.0%
Cc1ccc(C(C)C)c(OCC(=O)Nc2cc(-c3nc4ccccc4[nH]3)ccc2C)c1
 : ?, -9.5%[10.9 µM], 10µM*, ?
Fc1ccc(Nc2nc(-c3cccnc3)nc3ccccc23)cc1
 : 0.7%, -17.8%, -20.6%, -6.0%[11.4 µM]
COc1ccc(OC)c(C(=O)CC2(O)C(=O)N(Cc3ccccc3C)c3ccccc32)c1 (stereo not drawn)
 : 3.8%, -6.5%[10.9 µM], -10.8%, ?
CCCCC(=O)Nc1nnc(C)s1
 : 7.5%, -3.6%, 0.9%, 0.4%
COc1ccc(CCNS(=O)(=O)c2cn(C)c(=O)n(C)c2=O)cc1OC
 : 6.3%, -9.4%, 7.1%, -1.2%
Cc1ccccc1CNC(=O)CN(c1cccc(C)c1C)S(C)(=O)=O
 : 9.9%, -8.2%[10.9 µM], -14.8%, 1.5%
CC(=O)NCC(=O)N(Cc1ccco1)C1(C(=O)NC2CCCCC2)CCCCC1
 : 9.9%, -15.8%, -10.9%, -1.4%
Cc1cccc(CNc2ncncc2-c2ccc3c(c2)OCO3)c1
 : -15.7%, -21.5%, -26.5%, 0.3%[11.4 µM]
COc1cc2c(cc1OC)-c1cc(NC3CCCC3)nc(=O)n1CC2
 : -1.7%, -3.2%, -3.8%, -2.4%
COCc1cc(C)nc(SCC(=O)Nc2ccc3c(c2)OCO3)c1C#N
 : 10.7%, -24.1%, 5.3%, 1.4%
Cc1cc(NC(=O)Cn2nc(C(F)(F)F)c3c2CCC3)no1
 : 2.3%, -0.2%, 13.1%, 0.9%
CN(C1CCCCC1)S(=O)(=O)c1ccc(NC(=O)C2CCCCC2C(=O)O)cc1 (stereo not drawn)
 : 5.6%, 1.5%, 10.4%, -2.4%
CCOC(=O)c1sc2nc(CSCC(=O)OCc3ccc(C(=O)OC)o3)[nH]c(=O)c2c1C
 : 8.1%, -23.1%, -1.8%, 1.3%
CC(C)CC(=O)Nc1nnc(S(=O)(=O)N2CCc3ccccc32)s1
 : 8.1%, -13.0%[10.9 µM], -2.2%, -1.0%
CCc1ccccc1N(C)C(=O)c1cc2c(Cl)nc3ccc(C)cc3c2s1
 : 4.6%, -15.3%[10.9 µM], -18.8%, 0.2%
CCOC(=O)c1cnc(-n2nc(C)cc2C)nc1NC1CCCCC1
 : -3.0%, ?, 9.2%, 1.8%
CNc1ccnc(-c2ccccc2OC)n1
 : 11.0%, ?, -5.9%, 0.6%[11.4 µM]
Cc1nn(-c2ccccc2)c2c1N(CCCC(=O)NCc1ccc(Cl)cc1)C(=O)CS2
 : 11.8%, -5.6%[10.9 µM], -27.1%, ?
Cc1ccc(-n2nc(C)c3c(C(=O)NCc4ccc(F)cc4)cc(C)nc32)cc1
 : 2.7%, 10.2%[10.9 µM], -26.5%, -2.2%
CCC(OC(=O)c1cccs1)C(=O)NC1CCCCC1 (stereo not drawn)
 : -1.1%, -11.4%, -3.1%, 1.0%
CN1C(=O)CC(N2CCN(c3ncccn3)CC2)C1=O (stereo not drawn)
 : 2.3%, -3.5%, -6.7%, -0.4%
COc1cc(OC)cc(-c2nc(N)n[nH]2)c1
 : -0.3%, 8.7%, 6.6%, -2.1%
COCCCNC(=O)c1cc(-c2ccc(OC)cc2)nc2n[nH]c(-c3ccc(Cl)cc3)c12
 : 5.3%, -2.3%[10.9 µM], -1.3%, 0.0%
CCn1c(C)c(C)c2cc(C(=O)NCc3ccc(N(C)C)cc3)ccc21
 : -0.8%, -8.0%[10.9 µM], -14.6%, ?
O=C(Nc1ccccc1OCc1cc(=O)n2ccccc2n1)Nc1ccccc1C(F)(F)F
 : 1.3%, -12.2%[10.9 µM], 18.3%, -3.2%
COc1cc(C(=O)Nc2ccc(OCc3cc(=O)n4ccc(C)cc4n3)cc2)cc(OC)c1OC
 : 0.5%, -13.3%[10.9 µM], -22.5%, 2.4%
COc1ccccc1-c1ccc(Nc2cccc(C(C)=O)c2)nn1
 : -10.0%, -25.5%, -8.4%, 0.9%

An excerpt of these results, field by field:
COCCCNC(=O)c1cc(-c2ccc(OC)cc2)nc2n[nH]c(-c3ccc(Cl)cc3)c12
  p53ts 32C kill = 5.3% | Imprint erasure = -2.3%[10.9 µM] | p53ts 39C kill = -1.3% | IkB signaling = 0.0%

CCn1c(C)c(C)c2cc(C(=O)NCc3ccc(N(C)C)cc3)ccc21
  p53ts 32C kill = -0.8% | Imprint erasure = -8.0%[10.9 µM] | p53ts 39C kill = -14.6% | IkB signaling = ?

More structures:
Under each structure – p53ts 32C kill, Imprint erasure, p53ts 39C kill, IkB signaling
Cc1onc(-c2ccccc2Cl)c1C(=O)Nc1ccc(-n2nncc2-c2ccco2)cc1
 : 13.2%, -15.4%, 15.7%, ?
O=C(NCc1ccco1)c1cc2sccc2n1Cc1ccc(F)cc1
 : -2.1%, -25.3%, 1.0%, ?
Cc1ccc(NC(=O)N2CCC(c3nc4c(nnn4Cc4cccc(Cl)c4)c(=O)[nH]3)CC2)cc1
 : 42.1%[activator], -37.1%[inhibitor], 34.6%[activator], ?
O=C(CSc1nnc2ccccn12)c1ccc2c(c1)OCCO2
 : ?, -85.8%[inhibitor], -10.6%, -0.1%
Cc1ccc(-n2nc(C(=O)N3CCCCC3C)c(=O)n(C)c2=O)cc1 (stereo not drawn)
 : -8.5%, -8.6%[10.9 µM], -6.2%, 0.7%
COC(=O)N1CCC2(CCN(C(=O)Nc3cccc(C#N)c3)CC2)CC1
 : -2.0%, ·, -2.9%, 1.2%[11.4 µM]
Cn1cc(SCC(=O)Nc2nc3ccccc3s2)c2ccccc21
 : -3.1%, -27.9%, 11.0%, ?
CCc1cccc(NC(=O)C2CCN(C(=O)c3cnn(-c4ccccc4)c3-n3cccc3)CC2)c1
 : -2.4%, -15.2%[10.9 µM], -29.2%, ?
CCCn1c(NC(=O)c2ccccc2)nc2ccccc21
 : 3.7%, -21.4%, -12.8%, ?
C=CCN1C(=O)CN=C1NCc1ccccc1
 : 2.7%, -1.9%, 0.2%, 2.6%
COc1ccccc1N1CCN(C(=O)c2sc3nc(-c4ccc(F)cc4)cn3c2C)CC1
 : 19.1%, -32.0%[inhibitor], 40.3%[activator], ?
O=C(NCCC1=CCCCC1)c1ccc2c(c1)N(Cc1ccccc1F)C(=O)c1ccccc1S2=O (stereo not drawn)
 : 21.6%, -3.9%[10.9 µM], -27.3%, 2.0%
O=C(Nc1nnc2n1CCS2)c1cc(C(F)(F)F)cc(C(F)(F)F)c1
 : 12.1%, 14.2%[10.9 µM], ?, 6.9%
CCOC(=O)C(C)Sc1nc(-c2ccccc2)ccc1C#N (stereo not drawn)
 : -5.0%, -7.0%[10.9 µM], -23.1%, -3.3%
COc1ccc(CCNC(=O)c2ccncc2)cc1OC
 : -1.0%, 1.2%, 12.4%, -0.4%

Quoted from the listing:
For Imprint erasure, `Cn1cc(SCC(=O)Nc2nc3ccccc3s2)c2ccccc21` reads -27.9%
For IkB signaling, `O=C(NCCC1=CCCCC1)c1ccc2c(c1)N(Cc1ccccc1F)C(=O)c1ccccc1S2=O` (stereo not drawn) reads 2.0%

(list continues)
Under each structure – p53ts 32C kill, Imprint erasure, p53ts 39C kill, IkB signaling
O=C(Nc1ccc(S(=O)(=O)C(F)F)cc1)c1cccc(S(=O)(=O)N2CCOCC2)c1
 : -6.7%, -3.2%, -7.3%, ?
CCOc1ccc(CCNC(=O)CCc2cn(Cc3ccccc3F)c3ccccc23)cc1OCC
 : 5.5%, -15.4%[10.9 µM], -15.7%, -1.4%
Cc1c(NC(=O)c2ccc(OC(C)C)cc2)cccc1-c1nc2ncccc2o1
 : -8.0%, -10.8%[10.9 µM], ?, ?
COC(=O)c1cccc(NC(=O)c2ccc(S(=O)(=O)N3CCN(C)CC3)cc2)c1
 : -5.1%, ·, -11.2%, 3.8%

High-throughput results: PubChem BioAssay, National Center for Advancing Translational Sciences (NCATS)
